ALOX15B inhib – qHTS Assay for Inhibitors of 15-hLO-2 (15-human lipoxygenase 2) | Potency, µM (series often up to 57.1 µM), for the others: top-dose activity change, negative = inhibition, usual class: inhibitors | Polyunsaturated fatty acid lipoxygenase ALOX15B (Homo sapiens), O15296 | AID 881, 2007 | purified 15hLO-2, xylenol orange hydroperoxide absorbance | actives 0.56% (n = 110,000); note: potency is the fitted concentration of half-maximal effect; nearly all actives have a fitted effect of over 60% in size; many of its hits are not listed in these tables
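Screening format was qHTS against 50 nM purified 15hLO-2 in Hepes pH 7.5 with detergent. Activity follows hydroperoxide formation from 45 uM arachidonic acid, measured as 573:405 nm absorbance ratio of the ferric-xylenol orange complex.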
12-hLO inh – qHTS Assay for Inhibitors of 12-hLO (12-human lipoxygenase); AID 1452, 2008; purified 12-hLO, xylenol orange hydroperoxide absorbance; actives 0.12% (n = 150,000); Potency, µM (top dose mostly 57.1 µM), inactives show at the highest dose activity change, negative = inhibition, most hits filed as inhibitors; note: potency is the fitted concentration of half-maximal effect; nearly all actives have a fitted effect of over 55% in size; many of its hits are not listed in these tables
Target sequence (P18054 whole entry, looked up): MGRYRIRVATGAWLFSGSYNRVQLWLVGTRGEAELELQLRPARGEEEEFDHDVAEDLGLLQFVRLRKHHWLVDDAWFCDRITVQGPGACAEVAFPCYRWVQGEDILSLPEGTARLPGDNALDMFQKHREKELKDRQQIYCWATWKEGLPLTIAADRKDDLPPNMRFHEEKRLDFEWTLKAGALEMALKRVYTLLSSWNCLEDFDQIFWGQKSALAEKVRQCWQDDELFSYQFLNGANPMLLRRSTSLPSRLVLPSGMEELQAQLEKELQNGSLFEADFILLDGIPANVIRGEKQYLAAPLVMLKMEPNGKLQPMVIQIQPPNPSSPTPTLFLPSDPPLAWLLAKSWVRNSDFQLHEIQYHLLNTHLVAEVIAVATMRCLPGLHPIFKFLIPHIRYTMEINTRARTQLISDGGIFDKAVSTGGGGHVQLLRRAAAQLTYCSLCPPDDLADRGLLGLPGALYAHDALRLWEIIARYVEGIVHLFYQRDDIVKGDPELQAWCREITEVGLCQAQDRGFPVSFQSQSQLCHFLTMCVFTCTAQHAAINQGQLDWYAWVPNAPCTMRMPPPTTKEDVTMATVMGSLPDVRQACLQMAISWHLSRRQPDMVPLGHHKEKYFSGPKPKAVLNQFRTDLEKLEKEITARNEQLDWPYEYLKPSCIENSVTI
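Xylenol orange chromogenic assay: hydroperoxide from 12hLO oxidises Fe(II), giving red-shifted Fe(III)-XO absorbance. Conditions: 150 nM enzyme, 40 uM arachidonic acid, 25 mM Hepes pH 7.0, 0.01% Triton X-100, 30 min, room temperature.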
PNC assembly inh – High Content Assay for Compounds that inhibit the Assembly of the Perinucleolar Compartment; PC3M PTB-GFP, PNC prevalence imaging, 16 h; active compounds read low; activity change (PNC), negative = inhibition, % at 10 µM; actives 3.1% (n = 140,000); AID 2417, 2010;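 active = readout at or below -70, meaning at least 70% loss of cells showing the perinucleolar compartment, a nuclear body marking cancer cells; inconclusive = readout between -30 and a set limit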;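 note: plate controls were DMSO wells for no effect and camptothecin positive control wells for full effect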
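PC3M cells stably expressing PTB-GFP, 750–1000 cells/well, treated 16 h at 37 °C with compound (23 nl of library stock), in duplicate. After paraformaldehyde fixation and Hoechst stain, imaged at 20x; PNC prevalence scored by image analysis.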
IMPase cell inh – qHTS Assay for Identifying the Cell-Membrane Permeable IMPase Inhibitors; AID 901, 2007; Inositol monophosphatase 1 (Rattus norvegicus), P97697; inhibition (IP1 accumulation), % at 46.1 µM; 120,000 tested, under 10 active; CHO-M1 cells, IP1 accumulation, HTRF TR-FRET ratio; active = well fitted curve in the direction sought with a large enough effect in the signal ratio, not every such curve was filed as active; inconclusive = small, poorly fitted or top-dose-only effect, or a change in a side signal; inactive = no such curve, though single readings can be large or run the other way; the % refers to the signal ratio;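 note: cells stimulated with carbachol in lithium chloride buffer; plate controls were DMSO basal wells for no effect and reference inhibitor wells for full effect; higher means more IMPase inhibition seen as more IP1 and lower FRET ratio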
Target sequence (P97697 whole entry, looked up): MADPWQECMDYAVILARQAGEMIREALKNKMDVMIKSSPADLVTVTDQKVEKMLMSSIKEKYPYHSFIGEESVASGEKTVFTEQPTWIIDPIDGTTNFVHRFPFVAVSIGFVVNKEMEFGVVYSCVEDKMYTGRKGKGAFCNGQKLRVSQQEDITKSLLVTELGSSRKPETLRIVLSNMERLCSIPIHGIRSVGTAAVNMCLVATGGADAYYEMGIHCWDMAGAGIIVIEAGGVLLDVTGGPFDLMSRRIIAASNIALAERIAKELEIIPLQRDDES
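Elevated IP1 in lysates lowers TR-FRET signal (665/620 ratio and 620 channel reported). Cells were CHO-M1, given carbachol (50 uM as added) plus 50mM LiCl, pH 7.4, 30 min, 37C; compounds titrated up to 46 uM; AC50 by Hill equation.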
* marks the source's active call; other numbers are inactive results; ? = inconclusive; / = no result given; & = joins results of further samples; [ ] = another dose, or the depositor's remark. Unless noted, calls come from the whole dose curve; as a rule, active = well fitted curve in the direction sought with a large enough effect; inconclusive = small, poorly fitted or top-dose-only effect, or another doubt; inactive = no such curve, though single readings can be large; an effect the other way counts as inactive or inconclusive. Unless noted, % is set by controls: 0 for no effect and ±100 for the full control effect.

1. Cc1ccc(S(=O)(=O)NC2CCCc3ccccc32)cc1C (stereo unspecified)
2. CCOc1ccc(Nc2cc(=O)n(C)c(=O)n2C)cc1
3. CC(C)C(OC(=O)c1nsc(Cl)c1Cl)C(=O)NCc1ccc2c(c1)OCO2 (stereo unspecified)
4. CCCCn1c(=O)c(C(=O)c2ccccc2)nc2ccccc21
5. c1ccc(CN2CCN(c3nc4ccccc4c4ccccc34)CC2)cc1
6. CCOCCOc1nc2c(c(=O)n(C)c(=O)n2C)n1CCc1ccccc1
7. CCCCSc1nnc2c(n1)OC(C(=O)c1ccccc1)Nc1ccccc1-2 (stereo unspecified)
8. CC(C)NC(=O)C1(c2ccccc2)CCOCC1

screen / no. | 1 | 2 | 3 | 4 | 5 | 6 | 7 | 8
12-hLO inh | -8% | -2% | -1% | -3% | -10% | -1% | -18% | 3%
IMPase cell inh | -4 | 8 | -1 | 4 | 8 | 3 | 1 | -24
ALOX15B inhib | -12% | -7% | -1% | -5% | 40%[activator] | / | ? | 2%
PNC assembly inh | -18 | ? | -23 | ? | 5 | ? | 18 | ?

9. CCN1C(=O)C(C)S/C1=N\S(=O)(=O)c1ccc(Cl)s1 (stereo unspecified)
10. CSC(=NNC(=O)c1ccc(O)cc1)SC
11. COc1ccc(N2CCN(C(=N)/C(C(C)=O)=C(\C)O)CC2)cc1
12. Clc1ccc(-c2nc3ccccn3c2CN2CCOCC2)cc1
13. O=C(CC1Nc2cccc3cccc(c23)NC1=O)Nc1ccccc1 (stereo unspecified)
14. O=C(COc1ccc(Cl)cc1Cl)Nn1c(=S)[nH]c2ncccc2c1=O
15. Cn1c(=O)c2c(ncn2CCCNC2=CC(C)(C)CC(=O)C2)n(C)c1=O
16. Cc1cccc(NC(=O)CSc2nnc(-c3ccccc3C)o2)c1

screen / no. | 9 | 10 | 11 | 12 | 13 | 14 | 15 | 16
12-hLO inh | 1% | 2% | 9% | 0% | -13% | 5% | 7% | -2%
IMPase cell inh | 4 | -5 | -5 | 1 | / | -1 | 2 | -1
ALOX15B inhib | -1% | 4% | -9% | 14% | / | / | -3% | /
PNC assembly inh | -14 | 50 | 40 | ? | ? | ? | 25 | -3

17. COC(=O)[C@@]1(Cc2ccc(OC)cc2)[C@H]2c3cc(C(=O)N4CCCC4)n(CCSCCO)c3C[C@H]2CN1C(=O)c1ccccc1
18. Cn1c(O)c(N=NC(=O)Cn2c(C(F)(F)F)nc3ccccc32)c2ccccc21
19. Cc1ccc(C)c(-n2[nH]c3c4c(ccc3c2=O)C(=O)c2ccccc2C4=O)c1
20. CCOc1cc(C2Nc3ccccc3C(=O)N2c2ccccc2OC)ccc1O (stereo unspecified)
21. CCn1nc(C(=O)NCc2ccco2)c(Cl)c1Cl
22. O=[N+]([O-])c1cc(Oc2cccnc2)cc([N+](=O)[O-])c1
23. C/C(CC(=O)Nc1c(C)cc(C)cc1C)=N\NC(=O)c1cnccn1
24. CC1=C(C(=O)OC(C)C)C(c2cccnc2)C2=C(CC(C)(C)CC2=O)N1 (stereo unspecified)

screen / no. | 17 | 18 | 19 | 20 | 21 | 22 | 23 | 24
12-hLO inh | -1%&-5% | -1% | 1% | 1% | -3% | 1% | 2% | -4%
IMPase cell inh | / | / | / | 1 | / | / | / | 7
ALOX15B inhib | -6% | / | / | -5% | / | / | / | /
PNC assembly inh | ? | ? | ? | ? | ? | 23 | -23 | 28

25. CC1CCCN(S(=O)(=O)Cc2ccc(Cl)cc2)C1 (stereo unspecified)
26. CCOC(=O)C1=C(C)NC(=O)NC1c1ccc(OC(C)C(=O)O)c(OC)c1 (stereo unspecified)
27. CCCCn1c(-c2csc3c2CCCC3)n[nH]c1=S
28. N#CC1(P(=O)(c2ccccc2)c2ccccc2)CC1
29. CCOC(=O)C1CCCN(C2CC(=O)N(c3ccc(C)c(C)c3)C2=O)C1 (stereo unspecified)
30. Cc1ccnc(-n2sc3ccccc3c2=O)n1
31. Cc1sc(NC(=O)CN2CCOCC2)c(C(=O)c2ccccc2)c1C
32. C#CCn1cc(C=C2C(=O)c3ccccc3C2=O)c2ccccc21

screen / no. | 25 | 26 | 27 | 28 | 29 | 30 | 31 | 32
12-hLO inh | 6% | 8% | ? | -4% | -2% | 13µM* | 0% | 6%
IMPase cell inh | -9 | -5 | 15 | 0 | -2 | 4 | 7 | /
ALOX15B inhib | 4% | 2% | ? | -2% | -10% | 7.9µM* | 3% | /
PNC assembly inh | 7 | 3 | -4 | -4 | ? | 19 | 11 | 16

33. C=C1C(=O)C=C2CN(C(=O)c3ccccc3)[C@@](Cc3ccc(OC)cc3)(C(=O)OC)[C@@H]12
34. Cc1onc(-c2c(F)cccc2Cl)c1C(=O)NCc1ccco1
35. CNC(=O)/C(=C\C=C\c1ccccc1)NC(=O)c1ccc([N+](=O)[O-])cc1
36. Cc1nn(-c2ccccc2)c2c1C1(C(=O)Nc3ccccc31)N1C(=N2)Sc2ccccc21 (stereo unspecified)
37. CC(C)(C)C(=O)NC1=NCCS1
38. O=C(CCCOc1ccc(Cl)cc1Cl)N/N=C\C1CCCCC1
39. O=C1NC(=Nc2ccccc2)c2c1cccc2[N+](=O)[O-]
40. COc1ccc(-n2c(C)cc(SC)c(C(C)=O)c2=S)cc1

screen / no. | 33 | 34 | 35 | 36 | 37 | 38 | 39 | 40
12-hLO inh | -24% | -3% | 1% | -13% | 4% | -13% | -3% | 6%
IMPase cell inh | / | 3 | 3 | -3 | 12 | 5 | 0 | 5
ALOX15B inhib | 7% | 12% | 1% | -4% | -6% | 22% | / | -17%
PNC assembly inh | / | -6 | ? | ? | 5 | -16 | -23 | ?

Retrieved by compound from the entries so far, 3 records:
35. CNC(=O)/C(=C\C=C\c1ccccc1)NC(=O)c1ccc([N+](=O)[O-])cc1
36. Cc1nn(-c2ccccc2)c2c1C1(C(=O)Nc3ccccc31)N1C(=N2)Sc2ccccc21 (stereo unspecified)
40. COc1ccc(-n2c(C)cc(SC)c(C(C)=O)c2=S)cc1

screen / no. | 35 | 36 | 40
12-hLO inh | 1% | -13% | 6%
IMPase cell inh | 3 | -3 | 5
ALOX15B inhib | 1% | -4% | -17%
PNC assembly inh | ? | ? | ?

More entries.
41. CSc1cccc(-n2c(C)cc(C(N)=O)c2C)c1
42. N#CC(c1ccc(F)cc1)c1ccc(C(=O)c2ccc(F)cc2)cc1 (stereo unspecified)
43. CS(=O)(=O)N1CCCC(C(=O)N2CCc3ccccc3C2)C1 (stereo unspecified)
44. COc1ccc(Br)cc1CNC(=O)CCN1C(=O)COc2ccccc21
45. CC1(C)Cc2c(ccc3ccccc23)-c2nnc(-c3cccnc3)n21
46. CCOC(=O)c1ccccc1NC(=O)c1cn(-c2ccc(OC)cc2)c(=O)c2ccccc12
47. O=C(NC(NC(=O)c1ccccc1)C(=O)c1ccccc1)c1ccccc1
48. CC(=O)Nc1ccc(NC(=O)C(C)OC(=O)c2ccccc2Sc2ccccc2C#N)cc1 (stereo unspecified)

screen / no. | 41 | 42 | 43 | 44 | 45 | 46 | 47 | 48
12-hLO inh | 3% | -3% | 1% | 7% | -2% | 0% | 3% | 6%
IMPase cell inh | 12 | 12 | 0 | 2 | -3 | / | -1 | 2
ALOX15B inhib | 0% | -3% | -9% | -2% | 3% | / | / | /
PNC assembly inh | -14 | 22 | -5 | 20 | 26 | -17 | ? | -20

ALOX15B inhib, entries above that show a hit
30. Cc1ccnc(-n2sc3ccccc3c2=O)n1

screen / no. | 30
12-hLO inh | 13µM*
IMPase cell inh | 4
ALOX15B inhib | 7.9µM*
PNC assembly inh | 19

Additional entries.
49. CNC(=S)NNC(=O)c1cccn(Cc2ccc(Cl)c(Cl)c2)c1=O
50. Oc1ccccc1/C=N/Nc1cccc2cccnc12
51. CCCCOC(=O)Sc1nc2ccccc2o1
52. COc1cc(NC(=O)CSc2nc3ccccc3cc2Cc2ccccc2)cc(OC)c1
53. S=c1nc(C2CCCCC2)[nH][nH]1
54. Oc1ccc(/C=N/Nc2cc(N3CCCC3)nc(N3CCCC3)n2)cc1
55. COc1ccccc1C(=O)NC(=S)Nc1ccc(S(=O)(=O)N2CCN(C)CC2)cc1
56. COc1ccc(OC)c(C(C(=O)NCc2ccco2)N(C(=O)Cn2nnc3ccccc32)C2CC2)c1 (stereo unspecified)

screen / no. | 49 | 50 | 51 | 52 | 53 | 54 | 55 | 56
12-hLO inh | -4% | -28% | 2% | 0% | 3% | -12% | -4% | -1%
IMPase cell inh | -5 | 4 | 8 | 8 | 8 | 18 | / | 0
ALOX15B inhib | 2% | -26% | -10% | / | ? | 35%[activator] | / | 5%
PNC assembly inh | 15 | 62 | 8 | 93 | ? | -21 | 42 | -16

57. Cc1ccc(CNc2ccc(Cl)cc2[N+](=O)[O-])cc1
58. O=C(O)CNCCc1ccccc1
59. CCSC(N)=Nc1ccc(C(F)(F)F)cc1
60. Cc1cc(S(=O)(=O)Nc2ccccc2C)ccc1F
61. Cc1cc(NC(=O)CC(C)(C)C)nc2c1c(=O)oc1ccccc12
62. Cc1ccc(NC(=O)CN2CCN(CCN=CC3=C(O)CC(C)(C)CC3=O)CC2)cc1
63. CCC(=O)Nc1nc(C)c(C(=O)N2CCCCC2)s1
64. CC1(C)OC(=O)N(c2cccnc2)C1(C)O (stereo unspecified)

screen / no. | 57 | 58 | 59 | 60 | 61 | 62 | 63 | 64
12-hLO inh | -9% | 2%[11.4 µM] | -6% | -7% | -2% | 1% | -1% | 2%
IMPase cell inh | 5 | / | 9 | / | ? | 7 | 3 | 0
ALOX15B inhib | 5% | -5%[11.4 µM] | 10% | / | / | -1% | 3% | 5%
PNC assembly inh | -20 | / | / | ? | -119* | 14 | 12 | ?

65. O=C(/C=C/Sc1ncn[nH]1)c1ccc(Cl)cc1
66. Cc1ccc(NC(=O)CN2CCC3(O)CCCCC3C2c2ccc3c(c2)OCO3)c(C)c1 (stereo unspecified)
67. CCOc1cc(CO)ccc1OCC(=O)N1CCCCC1
68. O=C(Nc1cccc2ccccc12)c1ccccc1NS(=O)(=O)c1cccc2cccnc12
69. COc1cc(C(=O)N2CCN(Cc3ccccc3C(F)(F)F)CC2)cc(OC)c1OC
70. Cc1ccsc1C(=O)OCC(=O)Nc1sccc1C(N)=O
71. CC(C)CCNC(=O)NC(=O)COc1ccccc1C#N
72. O=C(O)C1CCC(=O)N1Cc1ccccc1Cl (stereo unspecified)

screen / no. | 65 | 66 | 67 | 68 | 69 | 70 | 71 | 72
12-hLO inh | -21% | -7% | 9% | -1% | -15% | 5% | 3% | -6%
IMPase cell inh | 3 | 1 | -2 | / | -1 | 1 | -6 | 1
ALOX15B inhib | 2% | -2% | 4% | / | 6% | 5% | 0% | -4%
PNC assembly inh | 22 | -90* | -24 | 1 | ? | 83 | ? | 2

73. Cc1cc(C(=O)COC(=O)C2COc3ccccc3O2)c(C)n1CC1CCCO1 (stereo unspecified)
74. CC(=O)NC(CC(=O)O)C(=O)NC(CCC(=O)O)C(=O)O (stereo unspecified)
75. CCc1ccccc1NC(=O)CSc1nc2ccccc2n1CC(=O)N(C)C
76. COc1ccc(NCc2nnc(SCC(=O)N3CCCc4ccccc43)o2)cc1
77. CN(C)CCCN1C(=O)C(=O)/C(=C(/O)c2ccncc2)C1c1ccccc1 (stereo unspecified)

screen / no. | 73 | 74 | 75 | 76 | 77
12-hLO inh | 3% | 4% | -2% | -9% | 0%
IMPase cell inh | -9 | / | 10 | -13 | 3
ALOX15B inhib | 2% | 8% | -2% | -16% | -11%
PNC assembly inh | 54 | / | -11 | 37 | ?

Source: PubChem (National Center for Advancing Translational Sciences (NCATS))
